Rin1-Abl PPI inh = inhibitors of human Rin1-Abl protein interaction; P00519+Q13671; inhibition, % at 7.35 µM; 0.4% of 360,000 active; TR-FRET Rin1/Abl binding, biochemical; in the data active means inhibition above about 5%, passing the limit was not always enough
Rpn11 block = inhibitors of human proteasome Rpn11. O00487. human 26S proteasome, Ub4-pepOG fluorescence polarization; 20S core pre-blocked with epoxomicin. calls only at 20 µM. 0.59% of 360,000 active;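 active means inhibition at 20 µM, scaled to each plate's controls, above about 33%, limit read from the data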
Target sequence (O00487 whole entry, looked up): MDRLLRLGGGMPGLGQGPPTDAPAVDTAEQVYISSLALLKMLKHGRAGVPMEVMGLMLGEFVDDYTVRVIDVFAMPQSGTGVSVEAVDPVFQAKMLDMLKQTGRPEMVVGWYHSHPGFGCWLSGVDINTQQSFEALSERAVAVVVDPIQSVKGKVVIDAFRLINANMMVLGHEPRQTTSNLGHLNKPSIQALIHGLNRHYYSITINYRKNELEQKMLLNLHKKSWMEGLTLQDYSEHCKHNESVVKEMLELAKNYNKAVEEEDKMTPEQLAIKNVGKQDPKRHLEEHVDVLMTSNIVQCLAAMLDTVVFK
MsrA inhibitor = inhibits bovine methionine sulfoxide reductase A. purified bovine MsrA, absorbance read-out. 0.75% of 360,000 active. inhibition, % at 15.5 µM; in the data active means inhibition above about 4.5%;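 further: 0% = vehicle wells with enzyme and 100% = reference inhibitor wells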
E coli Lon inh = inhibitors of E. coli Lon protease. P0A9M0. purified E. coli Lon protease, fluorescence polarization. inhibition, % at 7.94 µM. 0.42% of 360,000 active. AID 602123; in the data active means inhibition above about 13%, passing the limit was not always enough;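 further: 0% = enzyme with probe and DMSO and 100% = no enzyme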
MT1-MMP act inh = inhibitors of human MT1-MMP activation; P50281; HT1080 RFP-PRO-GFP cells, GFP/RFP ratio fluorescence, overnight; percent of plate control window, DMSO zero; GFP/RFP ratio change, % at 20 µM; 0.061% of 360,000 active; AID 651647;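 active means GFP/RFP ratio change of at least 30% with cell ATP level not reduced by more than half and red fluorescence within 50% of control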; further: strong numbers were not always called active
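system = RFP-PRO-GFP reporter HT1080 cells | dosing = 20 µM single dose, 1% DMSO | timing = overnight cell settling, then overnight compound exposure, 37 °C, 5% CO2 | read-out basis = GFP/RFP fluorescence ratio | controls = DMSO and RFP-L50D-GFP cell wells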
CSN inh = inhibitors of human CSN-mediated cullin deneddylation; Q92905; 0.38% of 360,000 active; Purified CSN, SCF-Nedd8-OG deneddylation, fluorescence polarization; inhibition, % at 12.5 µM;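 active means pattern-corrected inhibition above about 35%, with an unprinted fluorescence ratio check between 0.5 and 1.5, limit read from the data, passing the limit was not always enough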;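 further: 0% = enzyme with substrate and 100% = substrate without enzyme; some results filed as inactive read as strong as hits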
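Material: purified human Csn5 enzyme expressed in HEK293T cells / Medium: Tris buffer pH 7.5, NaCl, DTT, Tween-20, trehalose, ovalbumin / Compound dosing: 12.5 µM single point / Schedule: 90 min incubation of compound, enzyme and substrate at room temperature / Signal: fluorescence polarization of the substrate / Control set: no-enzyme wells high, enzyme-with-substrate wells low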
FAS TE block = blocks the thioesterase domain of human fatty acid synthase; recombinant FAS-TE, OMFH fluorogenic substrate, fluorescence endpoint; inhibition, % at 15 µM; AID 602261; 0.67% of 360,000 active; P49327;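 active means compounds whose normalised, plate-corrected inhibition of enzyme fluorescence in the single-dose primary screen is 50% or more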;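 further: 0% = DMSO with enzyme and 100% = substrate without enzyme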
bovine MsrA act = activates bovine MsrA enzyme; purified bovine MsrA, absorbance read-out; activation, % at 10.6 µM; 0.3% of 360,000 active; AID 602163; in the data active means activation above about 7.5%;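 further: 0% = vehicle and 100% = reference activator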
MLLE-PAM2 inh = inhibitors of microRNA-mediated deadenylation, human PABP1 MLLE binding; P11940; GST-MLLE / FITC-PAM2 fluorescence polarization; inhibition, % at 20 µM; 0.36% of 360,000 active; in the data active means inhibition above about 35%, passing the limit was not always enough;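 further: plate controls were DMSO wells with GST-MLLE for no effect and wells lacking GST-MLLE protein for full effect; some results filed as inactive read as strong as hits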
Target sequence (P11940 whole entry, looked up): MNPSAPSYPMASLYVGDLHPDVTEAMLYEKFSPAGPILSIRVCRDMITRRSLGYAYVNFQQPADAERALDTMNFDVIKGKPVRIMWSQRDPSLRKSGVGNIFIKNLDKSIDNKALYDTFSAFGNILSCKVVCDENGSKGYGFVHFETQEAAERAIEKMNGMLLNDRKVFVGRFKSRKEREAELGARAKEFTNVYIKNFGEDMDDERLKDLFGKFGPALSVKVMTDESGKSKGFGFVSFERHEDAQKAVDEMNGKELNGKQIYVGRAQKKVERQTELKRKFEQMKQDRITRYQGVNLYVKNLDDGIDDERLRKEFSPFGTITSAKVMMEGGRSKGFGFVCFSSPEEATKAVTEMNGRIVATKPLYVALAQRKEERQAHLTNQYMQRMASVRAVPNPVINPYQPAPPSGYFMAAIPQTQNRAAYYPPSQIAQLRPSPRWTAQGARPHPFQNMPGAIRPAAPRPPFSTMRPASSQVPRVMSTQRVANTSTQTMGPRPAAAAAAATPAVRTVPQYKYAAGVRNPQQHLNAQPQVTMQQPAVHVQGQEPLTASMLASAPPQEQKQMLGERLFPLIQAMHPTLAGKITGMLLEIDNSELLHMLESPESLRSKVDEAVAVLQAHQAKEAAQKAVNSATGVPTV
* = called active by the depositor; i = inactive; · = no result given; + = active, no number. Random draw from the library; any-hit rate near 3.7%.

SMILES | Rin1-Abl PPI inh | Rpn11 block | MsrA inhibitor | E coli Lon inh | MT1-MMP act inh | CSN inh | FAS TE block | bovine MsrA act | MLLE-PAM2 inh
Cc1c(NC(=O)CN2C(=O)C(=O)c3ccccc32)c(=O)n(-c2ccccc2)n1C | -6 | i | -0.5 | 1 | 2 | -4 | -1 | -7 | -1
COC(=O)C1=C(C)N(c2ccccc2)C(=S)NC1c1ccccc1C(F)(F)F (stereo not given) | 2 | i | 3.2 | 0 | -2 | 4 | 21 | -2 | 3
O=C1[C@@H]2C(c3ccc(F)cc3)=NO[C@@H]2C(=O)N1Cc1ccccc1 | -3 | i | -0.5 | 2 | 0 | 3 | 10 | 1 | -13
COc1cc(C(=O)N2c3ccccc3CC2C)cc(OC)c1OC (stereo not given) | -6 | i | -0.5 | 6 | -2 | 0 | -5 | -2 | 0
O=C1/C(=C/c2cccs2)Sc2ccccc21 | 1 | i | 2.0 | -22 | 22 | 5 | -7 | -5 | 16
Cc1n[nH]c(C)c1S(=O)(=O)Nc1ccc2c(c1)OCCO2 | 0 | i | 0.0 | -4 | -3 | 3 | -5 | -5 | 6
[NH-]c1ncnc2c1N=C[N+]2=CC=CCO | 0 | i | 0.2 | 5 | -3 | 4 | -7 | -3 | -1
O=c1cc(N2CCCCC2)c(-c2ccccc2)nn1Cc1cccc(Cl)c1 | -1 | i | 1.3 | 3 | -2 | 6 | 13 | -11 | -4
CN(C(=O)COC(=O)c1ccc2[nH]c3c(c2c1)CCCC3)C1CCS(=O)(=O)C1 (stereo not given) | -1 | i | 0.1 | 10 | 1 | 0 | 15 | -2 | -1
Cc1ccc(C)c(NC(=S)NC(C)C(c2ccccc2)N2CCN(C)CC2)c1 (stereo not given) | 1 | i | -1.4 | 0 | -18 | 9 | 1 | -4 | 16
O=[N+]([O-])c1ccc(NC(=S)NCc2ccncc2)cc1 | -3 | i | 3.7 | -5 | 0 | 2 | 2 | -2 | 9
CCCNC(=O)C1(C)CCN(C(=O)COc2ccc(C(C)(C)C)cc2)C1 (stereo not given) | 2 | i | 0.0 | -9 | 8 | 0 | -6 | -4 | -18
CCOC(=O)c1sc(NC(=O)CCCCCN2C(=O)c3cccc4cccc(c34)C2=O)nc1C | 0 | i | 1.2 | -1 | 0 | 7 | -7 | -2 | -2
COc1ccc(C(C)NC(=O)Cc2ccc(Br)cc2)cc1 (stereo not given) | 0 | i | 0.9 | -11 | 4 | 2 | -1 | -2 | -8
COc1ccc(NC(=O)CSc2ncnc3c2nnn3-c2ccc(F)cc2)c(OC)c1 | 1 | i | -1.7 | -14 | -2 | 2 | 4 | -1 | 17
O=C1NC[C@H](c2ccccc2)N(CCC23CC4CC(CC(C4)C2)C3)C1=O | 2 | i | -0.2 | 7 | 10 | 74* | 15 | -5 | 2
O=C(CNc1ccccc1)N/N=C/c1ccc([N+](=O)[O-])cc1 | -4 | i | 4.2 | -12 | 4 | -1 | 24 | -3 | 13
COc1cccc2c(=O)n(CC(=O)Nc3ccc(F)cc3F)ccc12 | 1 | i | 1.8 | -6 | 2 | 4 | -2 | -3 | -9
CCCc1cc(=O)[nH]c(SCC(=O)Nc2ccc3ccccc3c2)n1 | 4 | i | 0.0 | -4 | 4 | 3 | 0 | -2 | -1
CN(Cc1ccccc1)S(=O)(=O)c1ccc(N2CCOCC2)nc1 | 3 | i | -0.8 | -4 | 4 | 0 | 2 | -2 | 13

Records above printed as active in CSN inh:
mol | Rin1-Abl PPI inh | Rpn11 block | MsrA inhibitor | E coli Lon inh | MT1-MMP act inh | CSN inh | bovine MsrA act | MLLE-PAM2 inh
O=C1NC[C@H](c2ccccc2)N(CCC23CC4CC(CC(C4)C2)C3)C1=O | 2 | i | -0.2 | 7 | 10 | 74* | -5 | 2

Full records, quoted from the list.
`O=C1[C@@H]2C(c3ccc(F)cc3)=NO[C@@H]2C(=O)N1Cc1ccccc1` reads Rin1-Abl PPI inh = -3; Rpn11 block = i; MsrA inhibitor = -0.5; E coli Lon inh = 2; MT1-MMP act inh = 0; CSN inh = 3; FAS TE block = 10; bovine MsrA act = 1; MLLE-PAM2 inh = -13
`COc1cc(C(=O)N2c3ccccc3CC2C)cc(OC)c1OC` (stereo not given) reads Rin1-Abl PPI inh = -6; Rpn11 block = i; MsrA inhibitor = -0.5; E coli Lon inh = 6; MT1-MMP act inh = -2; CSN inh = 0; FAS TE block = -5; bovine MsrA act = -2; MLLE-PAM2 inh = 0

(continued)
SMILES | Rin1-Abl PPI inh | Rpn11 block | MsrA inhibitor | E coli Lon inh | MT1-MMP act inh | CSN inh | FAS TE block | bovine MsrA act | MLLE-PAM2 inh
COc1ccc(S(=O)(=O)N2CCN(C(=O)c3ccco3)CC2)cc1OC | -4 | i | -0.7 | -8 | 2 | 1 | -1 | -10 | -12
CC(Nc1ccc(Br)cn1)c1cc(Cl)ccc1O (stereo not given) | 1 | + | 0.1 | -10 | -7 | -6 | 21 | -4 | 13
CCOc1ccccc1C(=O)NCCCCNC(=O)c1ccccc1OCC | -4 | i | -0.8 | -1 | 3 | 0 | -1 | -2 | -14
CCc1nc2oc3ccccc3c(=O)c2c(=O)n1Cc1ccc(OC)cc1 | 1 | i | 1.6 | 4 | 5 | 3 | -3 | -10 | -9
NS(=O)(=O)c1ccc(NC(=O)c2ccc(F)cc2F)c(NC(=O)c2ccc(F)cc2F)c1 | 1 | i | 0.6 | -6 | -1 | 2 | 1 | 0 | -5
Cc1ccc(CN2CCN(Cc3nc4ccccc4nc3C)CC2CCO)cc1 (stereo not given) | -1 | i | 0.2 | -4 | -4 | -2 | -8 | -6 | -21
Cc1cc(C)c(NC(=O)CSc2nc3ccncc3[nH]2)c(C)c1 | 4 | i | 0.1 | -2 | 2 | 0 | -5 | -2 | -2
Nc1c(Cl)cc(C2=NCCn3nc4cc(C(F)(F)F)ccc4c32)cc1Cl | -3 | i | 1.1 | 3 | 8 | -9 | 18 | -1 | 0
O=C(NCc1ccc2c(c1)OCO2)C(=S)N1CCOCC1 | 4 | i | 0.5 | 0 | -1 | -7 | -3 | 0 | 14
CCCc1[nH]nc2c1C(c1ccc(O)cc1OCC)C(C#N)=C(N)O2 (stereo not given) | -3 | i | -0.3 | 8 | -4 | 3 | -3 | -2 | 3
Brc1cc(Cc2nnc(-c3ccccc3)o2)c(Br)s1 | -5 | i | -0.1 | -13 | 0 | 1 | 18 | -3 | -14
O=[N+]([O-])/C(Cl)=C(/NCCO)C(Cl)=C(Cl)Cl | 3 | i | 0.4 | -15 | -5 | -5 | -6 | -14 | -10
O=c1c(-c2ccccc2)coc2cc(O)ccc12 | 6 | i | 2.2 | 0 | · | -2 | -10 | -13 | -7
O=Cc1cn(CCOc2ccc(F)cc2)c2ccccc12 | -1 | i | -1.2 | -11 | 5 | -1 | 8 | -4 | 6
C#CCOCCOCCOCCNc1nc(N2CCN(C(=O)[C@H]([C@@H](C)CC)n3cc([C@@H](N)Cc4ccc(O)cc4)nn3)CC2)nc(N2CCN(C(=O)[C@H](Cc3ccc(O)cc3)n3cc([C@@H](N)C(C)CC)nn3)CC2)n1 (stereo not given in full) | 8 | i | 1.5 | -11 | -1 | 0 | -12 | 1 | 5
Cc1cc(CC(C)C)n(-c2nc3ccccc3c(=O)n2OCc2ccccc2)n1 | 0 | i | -0.9 | 11 | · | 3 | 25 | 1 | -2
O=C1CCC(=O)N1CC(=O)N1c2ccccc2Sc2ccccc21 | 0 | i | 0.0 | -3 | 4 | -1 | -6 | -2 | -2
COc1cccc(C(=O)Nc2ccc3c(c2)C(=O)N(CC2CCCO2)C3=O)c1 (stereo not given) | -1 | i | 2.8 | 1 | 5 | 14 | 1 | -2 | 5
CCCC(C(=O)NCc1ccco1)N(Cc1ccco1)C(=O)CNS(=O)(=O)c1ccccc1 (stereo not given) | 1 | i | -0.2 | 6 | -2 | 2 | -3 | -1 | -8
COc1ccc(C(=O)C2CCCN(C(=O)c3c4c(nn3C)CCCC4)C2)cc1F (stereo not given) | 0 | i | 1.1 | -4 | 3 | 2 | -6 | -2 | -10
COc1ccc(C(C)=O)cc1CN1C(=O)C(C)ON=C1c1ccccn1 (stereo not given) | 1 | i | 1.2 | 1 | 6 | -6 | -4 | -1 | 7
CCCn1nnnc1NCc1ccc(SC)cc1 | 1 | i | -0.1 | -3 | -1 | -2 | -2 | -2 | -7
Cc1ccc(CCNC(=O)CCS(=O)(=O)Cc2ccc(C)cc2)cc1 | 2 | i | -0.5 | -5 | -2 | 0 | 0 | 0 | 0
Cc1cccc(N2CCN(C(=O)CCNS(=O)(=O)c3ccc4c(c3)oc(=O)n4C)CC2)c1C | -2 | i | -0.6 | -7 | -4 | 2 | 5 | 0 | -4
C[C@H]1COc2cc(N3CCC[C@@H]3CO)ccc2S(=O)(=O)N1 | · | · | -1.3 | 3 | 8 | -4 | -8 | -3 | ·
CCc1ccc[n+](-c2nc3ccccc3nc2C(=C=[N-])C#N)c1 | -13 | i | 0.7 | -25 | -17 | 59 | 0 | -2 | 18
COc1cc(C(=O)OCc2cc(=O)oc3c(C)c(C)ccc23)ccc1OC(F)F | -1 | i | 0.8 | 10 | -3 | 2 | -5 | -2 | 0
Cc1sc2ncn(CC(=O)N(CC(=O)NC3CCCC3)Cc3cccs3)c(=O)c2c1C | -5 | i | · | -5 | 0 | 0 | 15 | -1 | 12
CCOC(=O)C1(Cc2ccc(Cl)cc2)CCN(C2CCC2)CC1 | -2 | i | 1.5 | -6 | 4 | -4 | -1 | -3 | -4
O=C(O)c1ccccc1C(=O)Nc1nc(-c2ccccc2)cs1 | -3 | i | 1.5 | 8 | 1 | 0 | -2 | -3 | -3
Cc1c(N(C)C(=O)C23CC4CC(CC(C4)C2)C3)c(=O)n(-c2ccccc2)n1C | 0 | i | -0.3 | -5 | 2 | 0 | -3 | -1 | 4
O=C(Nc1cccc(Cl)c1)Nc1ccccc1-n1ccnc1 | 1 | i | 2.0 | 6 | 1 | -3 | -3 | -1 | 1
CCCN1CCC(NC(=O)Cc2ccccc2OC)CC1 | 0 | i | -0.6 | -16 | -3 | 3 | -6 | -5 | 0
Cc1ccc(S(=O)(=O)CCC(=O)Nc2cc(Cl)ccc2-n2cncn2)cc1 | 4 | i | -0.1 | -1 | -3 | -5 | 4 | -5 | 4
C#CCOc1c(Cl)cc(/C=C2/C(=O)ON=C2C)cc1OCC | -1 | i | 1.1 | 6 | 8 | -2 | -3 | 2 | 0
Cc1ccc(Cl)cc1N1CCN(C2CCCCC2NS(=O)(=O)c2ccccc2)CC1 (stereo not given) | 4 | i | · | -5 | -20 | -1 | 29 | -3 | -7
C=CCn1c(=O)c(CCC(=O)Nc2ccc(N3CCOCC3)cc2)nc2cc(C(F)(F)F)ccc21 | 1 | i | -0.2 | 12 | -2 | -2 | 4 | -10 | -6
COc1cc2c(c(OCC(=O)NC(C)C)c1)C(=O)O[C@@H](C)CCCC(=O)CCCCC2 | 5 | i | -0.4 | -5 | -6 | -12 | 3 | -3 | 52*
O=C(Cn1nnc(-c2ccc(Cl)cc2)n1)NC1CCS(=O)(=O)C1 (stereo not given) | 1 | i | -0.4 | -11 | -1 | -1 | -6 | -4 | -8
Cc1ccccc1C(=O)NC1CC2CCCC(C1)N2C(=O)Nc1ccccc1 (stereo not given) | 3 | i | 0.9 | -14 | 3 | 1 | -3 | -3 | 1

Screens from PubChem BioAssay.
